Screening data from PubChem.
NSD2 inh – NSD2 histone methyltransferase inhibitors, primary screen, biochemical, AlphaScreen, single concentration, set 2 | Histone-lysine N-methyltransferase NSD2 (Homo sapiens), O96028 | NSD2 peptide methylation, 120 min | inhibition, % at 12.5 µM | 310,000 compounds, 0.54% hits | AID 743445, 2014; in the data active = inhibition above about 50%
MITF TRPM1 HTS – activators of MITF-driven TRPM1 promoter reporter, primary screen, cell-based, SK-MEL-5, luciferase, single point. SK-MEL-5 TRPM1-promoter luciferase, 24 h; % of positive control, neutral wells = 0. activation, % at 12.5 µM. 300,000 compounds, 0.75% hits. AID 588334, 2011;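 active = mean activation of at least 80% with every replicate also reaching 80%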;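 also: 0% = neutral control wells and 100% = parthenolide positive control wells; values of inactives mirror those of a sister screen read the other way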
CAL PDZ FP-1 – CAL PDZ peptide-binding inhibitors, primary screen, biochemical, fluorescence polarization, Cer-tagged CAL PDZ, HTS; purified CAL PDZ, TMR-peptide fluorescence polarization, 1 h; inhibition, % at 20 µM; 330,000 compounds, 0.02% hits; AID 504414, 2011;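 active = highest replicate inhibition of at least 40%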;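 also: plate controls were DMSO neutral control wells for no effect and unlabeled competitor peptide control wells for full effect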
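Test system: purified CerCALP PDZ construct; Compound dosing: one concentration, 20 µM compound; Also added: TMR-labelled reporter peptide T*-PRC34 bound in PDZ groove; Read-out: inhibition from polarization loss; Controls: unlabelled peptide and DMSO controls; Signal: FP readout, S and P plane fluorescence; Incubation: 1 h at RT.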
Rtt109 Vps75 – inhibitors of C. albicans Rtt109/Vps75 HAT, primary screen, biochemical, ThioGlo CoA-SH fluorescence, plate reader | purified Rtt109/Vps75, 4 h | inhibition, % at 34.9 µM | AID 540336, 2011 | 330,000 compounds, 0.16% hits | Histone acetyltransferase RTT109 (Candida albicans (strain SC5314 / ATCC MYA-2876)), …;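 active = inhibition of at least 50% in every replicate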
Target sequence (Q5AAJ8 whole entry, looked up): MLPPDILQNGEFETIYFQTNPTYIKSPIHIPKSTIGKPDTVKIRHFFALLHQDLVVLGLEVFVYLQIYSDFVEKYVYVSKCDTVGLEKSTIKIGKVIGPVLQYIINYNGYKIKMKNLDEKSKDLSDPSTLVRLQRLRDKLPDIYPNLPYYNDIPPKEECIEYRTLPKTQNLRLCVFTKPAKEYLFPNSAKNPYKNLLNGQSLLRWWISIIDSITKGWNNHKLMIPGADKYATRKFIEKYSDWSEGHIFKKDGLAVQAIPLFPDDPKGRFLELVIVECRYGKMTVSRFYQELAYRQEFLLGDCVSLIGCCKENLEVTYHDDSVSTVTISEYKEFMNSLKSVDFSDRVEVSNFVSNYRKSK
PvdQ inh – P. aeruginosa PvdQ acylase inhibitors, primary screen, biochemical, fluorescence, plate reader and imaging, single point; AID 488965, 2010; 340,000 compounds, 0.063% hits; purified PvdQ acylase; PvdQ acylase [Pseudomonas aeruginosa LESB58]; inhibition, % at 10 µM; in the data active = inhibition above about 30%, passing the limit was not always enough;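 also: 0% = vehicle neutral wells and 100% = reference inhibitor wells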
PfHsp90 set2 – growth inhibition of PfHsp90-expressing yeast, primary screen, antimalarial PfHsp90 inhibitor project, S. cerevisiae, BacTiter-Glo luminescence, single point, set 2 | BacTiter-Glo ATP, 48 h; yeast lacking PDR1 and PDR3 efflux regulators | inhibition, % at 9.4 µM | 310,000 compounds, 0.32% hits | AID 504621, 2011;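 active = every replicate shows inhibition above about 80%, whatever the replicate mean, limit read from the data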;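 also: 0% = DMSO neutral controls and 100% = 20 µM radicicol positive controls; yeast relying on Plasmodium falciparum Hsp90 in place of its own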
SR-BI DiI inh – inhibitors of SR-BI mediated HDL lipid uptake, primary screen, ldlA[mSR-BI] cells, fluorescence, single point | 320,000 compounds, 0.96% hits | ldlA[mSR-BI] CHO cells, DiI-HDL uptake fluorescence, 3 h | Scavenger receptor class B member 1 (Mus musculus), Q61009 | AID 488896, 2010 | inhibition, % at 12.5 µM;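 active = mean replicate inhibition of at least 70% and a set share of replicates each scoring 70 or more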;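 also: 0% = median of neutral control wells and 100% = median of positive control wells; values of inactives mirror those of a sister screen read the other way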
CAL PDZ FP-2 – untagged CAL PDZ binding inhibitors, primary screen, biochemical, fluorescence polarization, HTS. inhibition, % at 24.9 µM. AID 602252, 2012. purified CAL PDZ, TMR-peptide fluorescence polarization, 1 h. 300,000 compounds, 0.92% hits;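 active = mean inhibition of at least 30% with at least half of replicates also reaching 30%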;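 also: 0% = DMSO neutral control and 100% = excess unlabeled competitor peptide PRC23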
SR-BI uptake up – activators of SR-BI mediated DiI-HDL uptake, primary screen, ldlA[mSR-BI] CHO cells, DiI fluorescence; activation, % at 12.5 µM; 3 h; 100 = double the neutral-control signal; 320,000 compounds, 0.096% hits;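 active = mean replicate activation of at least 60% and every replicate at or above 60%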;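 also: 0% = median plate neutral-control signal and 100% = twice that signal; values of inactives mirror those of a sister screen read the other way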
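Test system: SR-BI-overexpressing, LDLR-lacking CHO cells; Also added: labelled HDL, 10 µg/mL; Measured by: bottom-read cell fluorescence after medium removal, ex 550/em 595 nm; Timing: 3 h uptake period with compound, 37 °C; Buffer or medium: F12, 0.5% BSA, 25 mM HEPES; Doses: single compound concentration, delivered by pin transfer.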
dFosB activator – activators of delta FosB homodimer, primary screen, biochemical, fluorescence polarization, TAMRA-CDK5 oligo, single point; 340,000 compounds, 0.99% hits; Protein FosB (Mus musculus), P13346; AID 493131, 2011; activation, % at 25 µM; purified delta FosB; percent of positive-control signal above neutral wells;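 active = mean activation above about 17%, with every replicate also reaching it, limit read from the data, passing the limit was not always enough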;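 also: fluorescence polarization rise as delta FosB binds a TAMRA Cdk5 AP-1 oligo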
Target sequence (P13346 whole entry, looked up): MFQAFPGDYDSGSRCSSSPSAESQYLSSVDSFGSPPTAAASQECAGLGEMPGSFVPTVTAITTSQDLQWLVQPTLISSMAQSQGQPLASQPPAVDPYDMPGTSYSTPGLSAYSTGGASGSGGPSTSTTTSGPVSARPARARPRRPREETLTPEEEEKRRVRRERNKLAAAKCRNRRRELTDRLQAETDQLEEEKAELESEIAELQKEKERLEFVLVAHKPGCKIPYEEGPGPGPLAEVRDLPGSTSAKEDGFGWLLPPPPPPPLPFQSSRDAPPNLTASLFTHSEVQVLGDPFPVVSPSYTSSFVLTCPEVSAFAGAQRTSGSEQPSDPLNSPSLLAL
* = called active by the depositor; x = not tested or not shown. Hits appear at their usual frequency; about 4.3% have a hit in one of these screens.

No.	SMILES	NSD2 inh	MITF TRPM1 HTS	CAL PDZ FP-1	Rtt109 Vps75	PvdQ inh
1	O=C(c1ccco1)N1CCN(C(=O)C2c3ccccc3Oc3ccccc32)CC1	35	-1	-1.7	3	-6
2	O=C(Cn1nc(C(=O)O)c2ccccc2c1=O)Nc1ccc(F)cc1	0	-2	-3.3	5	-8
3	CN(C)C(CNC(=O)C1CCN(C(=O)/C=C/c2ccccc2)CC1)c1ccccc1 (stereo unspecified)	2	36	-6.1	-8	-8
4	COc1cccc(N=Nc2c(N)[nH]n3c(=O)c4c(nc23)CCCC4)c1	1	-2	0.3	14	2
5	O=C(CCC(=O)Nc1ccc(Br)cc1)N/N=C/c1cc([N+](=O)[O-])ccc1O	-1	-13	-0.6	1	-9
6	Cc1cc2c([nH]c3ccccc32)c2c1OC(C)(C)C=C2	x	91*	0.8	9	-7
7	Cc1nc(N2CCN(Cc3ccccc3)CC2)nc2c1C(=O)CC(C)C2 (stereo unspecified)	3	x	-1.3	-2	-9
8	CC(/C=N/NC(=O)c1c(Br)cnn1C)=C\c1ccccc1	-1	43	-2.1	4	5
9	Cc1cc(-c2nnc(-c3ccccc3)c(-c3ccccc3)n2)c(C)o1	0	x	4.9	-3	-7
10	O=C(COC(=O)CNC(=O)c1ccccc1Cl)Nc1ccccc1Cl	x	0	-0.3	2	0

No.	PfHsp90 set2	SR-BI DiI inh	CAL PDZ FP-2	SR-BI uptake up	dFosB activator
1	x	-23	-2	23	-1
2	3	x	-3	x	3
3	-10	x	x	x	-8
4	-5	4	12	-4	-1
5	3	10	-3	-10	16
6	18	66	-2	-66	-3
7	-31	-15	0	15	-8
8	-25	44	-5	-44	-11
9	-19	x	-4	x	-13
10	-10	-21	10	21	1

(next part)
No.	SMILES	NSD2 inh	MITF TRPM1 HTS	CAL PDZ FP-1	Rtt109 Vps75	PvdQ inh
11	O=C(O)CCCC(=O)N1CCN(c2cccc(Cl)c2)CC1	1	-3	-0.1	3	-11
12	CCN(C(=O)CSc1nnnn1-c1ccccc1)c1c(N)n(Cc2ccccc2)c(=O)[nH]c1=O	1	5	-0.1	2	-11
13	CC(=O)NC1(C(Cl)(Cl)Cl)Oc2ccccc2O1	1	x	x	-9	-7
14	COCC(C)n1c(SCC(=O)NC2CCCCC2C)nc2ccccc2c1=O (stereo unspecified)	53*	-8	-1.5	-20	1
15	Cc1ccc(CNC(=O)/C=C/c2c(Cl)cccc2Cl)cc1	-1	7	0.0	-6	-11
16	Cc1cc(C(=O)N2CCC(Cc3ccccc3)CC2)ccc1[N+](=O)[O-]	-1	-9	-0.3	10	15
17	CCN1CC(CNC(=O)c2ccc3nc(Cc4cccc(Cl)c4)oc3c2)CC1=O (stereo unspecified)	-2	7	-0.9	2	-12
18	O=C(Nc1cccnc1)c1ccc(Cl)c(S(=O)(=O)N2CCCCCC2)c1	1	-2	-4.1	0	-7
19	CCC(=O)N1c2ccc(S(=O)(=O)CCC(=O)NC3CCCC3)cc2CC1C (stereo unspecified)	-2	x	-2.4	1	-3
20	CCOC(=O)c1cc2[nH]c3ccccc3c2[n+](-c2ccc([N+](=O)[O-])cc2)c1N	3	-2	-2.3	14	-26

No.	PfHsp90 set2	SR-BI DiI inh	CAL PDZ FP-2	SR-BI uptake up	dFosB activator
11	-8	-13	-3	13	-1
12	-7	49	-2	-49	6
13	x	x	8	x	4
14	x	24	x	-24	4
15	-10	-11	-5	11	-8
16	35	20	0	-20	-11
17	-33	-32	x	32	-3
18	-4	-9	-5	9	-18
19	19	-7	-4	7	0
20	-27	-12	-1	12	11

From compound 6 to 17, as listed above:
No.	SMILES	NSD2 inh	MITF TRPM1 HTS	CAL PDZ FP-1	Rtt109 Vps75	PvdQ inh
6	Cc1cc2c([nH]c3ccccc32)c2c1OC(C)(C)C=C2	x	91*	0.8	9	-7
7	Cc1nc(N2CCN(Cc3ccccc3)CC2)nc2c1C(=O)CC(C)C2 (stereo unspecified)	3	x	-1.3	-2	-9
8	CC(/C=N/NC(=O)c1c(Br)cnn1C)=C\c1ccccc1	-1	43	-2.1	4	5
9	Cc1cc(-c2nnc(-c3ccccc3)c(-c3ccccc3)n2)c(C)o1	0	x	4.9	-3	-7
10	O=C(COC(=O)CNC(=O)c1ccccc1Cl)Nc1ccccc1Cl	x	0	-0.3	2	0
11	O=C(O)CCCC(=O)N1CCN(c2cccc(Cl)c2)CC1	1	-3	-0.1	3	-11
12	CCN(C(=O)CSc1nnnn1-c1ccccc1)c1c(N)n(Cc2ccccc2)c(=O)[nH]c1=O	1	5	-0.1	2	-11
13	CC(=O)NC1(C(Cl)(Cl)Cl)Oc2ccccc2O1	1	x	x	-9	-7
14	COCC(C)n1c(SCC(=O)NC2CCCCC2C)nc2ccccc2c1=O (stereo unspecified)	53*	-8	-1.5	-20	1
15	Cc1ccc(CNC(=O)/C=C/c2c(Cl)cccc2Cl)cc1	-1	7	0.0	-6	-11
16	Cc1cc(C(=O)N2CCC(Cc3ccccc3)CC2)ccc1[N+](=O)[O-]	-1	-9	-0.3	10	15
17	CCN1CC(CNC(=O)c2ccc3nc(Cc4cccc(Cl)c4)oc3c2)CC1=O (stereo unspecified)	-2	7	-0.9	2	-12

No.	PfHsp90 set2	SR-BI DiI inh	CAL PDZ FP-2	SR-BI uptake up	dFosB activator
6	18	66	-2	-66	-3
7	-31	-15	0	15	-8
8	-25	44	-5	-44	-11
9	-19	x	-4	x	-13
10	-10	-21	10	21	1
11	-8	-13	-3	13	-1
12	-7	49	-2	-49	6
13	x	x	8	x	4
14	x	24	x	-24	4
15	-10	-11	-5	11	-8
16	35	20	0	-20	-11
17	-33	-32	x	32	-3

Later entries
No.	SMILES	NSD2 inh	MITF TRPM1 HTS	CAL PDZ FP-1	Rtt109 Vps75	PvdQ inh
21	C/C(=N\NC(=O)C(C)Sc1ccccc1)c1ccc([N+](=O)[O-])cc1 (stereo unspecified)	2	-1	-2.4	10	8
22	NS(=O)(=O)c1ccc(CCNC(=O)CSc2ccccc2)cc1	-3	-6	-1.7	-9	-3
23	Cc1ccc(NC(=O)c2sc(C)nc2C)c(C)c1	-2	0	-0.8	-2	-15
24	Cc1ccc(S(=O)(=O)NCC(=O)NCC2COc3ccccc3O2)cc1C (stereo unspecified)	7	-6	-0.4	-3	-10
25	CCOC(=O)C1=C(C)N(C[C@@H]2CC[C@@H](Cc3ccc(-c4ccccc4)cc3)O2)C(=O)NC1C1CC1 (stereo partly specified)	x	-2	-1.2	-3	-3
26	CCOCCCNS(=O)(=O)c1ccc(NC(=O)Cc2c(F)cccc2Cl)cc1	-1	-3	-0.9	-2	-13
27	CC(C)OCCCNC(=O)C1CCN(S(=O)(=O)c2ccc3nc4c(c(C(=O)O)c3c2)CCCCC4)CC1	-2	19	-0.5	4	-4
28	COc1ccc(NC(=O)CSc2nc3[nH]ncc3c(=O)[nH]2)cc1OC	0	-2	-0.6	3	-6
29	CCOc1ccccc1NC(=O)C(NCCc1ccc(OC)cc1)c1ccccc1 (stereo unspecified)	-5	-3	-1.9	-8	-18
30	Cc1cc(NC2CCCC2)n2ncc(-c3ccccc3)c2n1	-4	18	-0.4	8	1

No.	PfHsp90 set2	SR-BI DiI inh	CAL PDZ FP-2	SR-BI uptake up	dFosB activator
21	-2	-17	x	17	0
22	-10	2	-3	-2	-3
23	16	x	-2	x	-6
24	-6	-11	-2	11	-5
25	5	10	-3	-10	-1
26	-121	-24	0	24	-10
27	-20	0	-3	0	5
28	23	13	0	-13	0
29	-17	32	x	x	-12
30	-21	50	-5	-50	-10

New compounds follow.
No.	SMILES	NSD2 inh	MITF TRPM1 HTS	CAL PDZ FP-1	Rtt109 Vps75	PvdQ inh
31	Cc1ccccc1NC(=O)C(=O)NCc1ccccn1	-1	25	0.8	-4	-14
32	CC(c1ccccc1)N1C(=O)c2ccccc2C1(O)Cc1ccccc1 (stereo unspecified)	1	8	-1.0	8	-11
33	Cc1ccc(NC(=O)C(C)OC(=O)Cc2c[nH]c3ccccc23)cc1 (stereo unspecified)	0	-8	-1.5	1	-2
34	O=[N+]([O-])c1c(Nc2ccccn2)cc(Cl)c2nonc12	4	x	-0.5	16	5
35	CCN(Cc1ccc(OC)c(F)c1)C(=O)CCl	x	-75	-0.3	-5	-7
36	CC(C)c1nc2ccccc2n1CC(O)COC1CCCCC1 (stereo unspecified)	-1	-5	-0.8	31	9
37	C/C(=N\NC(=O)c1c[nH]c2ccccc12)c1ccco1	2	19	-0.1	-4	-4
38	Cc1ccc(C(=O)NC2CCCCCC2)cc1S(=O)(=O)N1CCOCC1	-4	32	-2.9	35	3
39	CC(O)CN(C)CC/C=C1/c2ccccc2CSc2ccccc21 (stereo unspecified)	2	9	-0.6	-7	-1
40	Cc1cccc(C(=O)N2CCCC(N3CCN(c4cccc(Cl)c4)CC3)C2)n1 (stereo unspecified)	0	-1	-0.6	-2	-15
41	COC(=O)[C@@H](NC(=O)c1ccccc1)[C@@H](C)O	x	-3	1.5	-9	6
42	Cc1cccc(NC(=O)C2C3CCCCC32)c1 (stereo unspecified)	-5	45	-3.3	-7	2
43	CC[C@@H]1C(c2cccc(C)c2)=NN(c2ccccc2)[C@H]1C(=O)N1CCOC1=O	x	1	-0.9	-1	-12

No.	PfHsp90 set2	SR-BI DiI inh	CAL PDZ FP-2	SR-BI uptake up	dFosB activator
31	17	-20	x	20	-9
32	-10	-10	3	10	-10
33	x	15	23	-15	-7
34	108*	-2	-2	2	-3
35	16	0	-5	0	-3
36	5	13	7	-13	0
37	-43	-11	-2	11	0
38	9	14	3	-14	-4
39	-20	-2	-6	2	-4
40	-4	15	-13	-15	0
41	4	15	-2	-15	7
42	-15	6	-6	-6	-1
43	15	x	-2	x	-14
